NadD inh: inhibitors of Staphylococcus aureus NadD; purified NadD enzyme, colorimetric absorbance read-out; inhibition, % at 20 µM; actives 0.78% (n = 360,000); AID 602399; in the data active = inhibition above about 26%; also: some compounds past the cut are filed as inactive
STEP inh: inhibitors of human striatal-enriched phosphatase STEP; recombinant STEP, OMFP fluorogenic substrate, fluorescence; inhibition, % at 20 µM; actives 0.25% (n = 360,000); AID 588621;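 active = inhibition at 20 µM, scaled per plate between control wells, above about 37%, limit read from the data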;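 also: 0% = DMSO with enzyme and substrate and 100% = substrate only without enzyme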
Target sequence (P54829 whole entry, looked up): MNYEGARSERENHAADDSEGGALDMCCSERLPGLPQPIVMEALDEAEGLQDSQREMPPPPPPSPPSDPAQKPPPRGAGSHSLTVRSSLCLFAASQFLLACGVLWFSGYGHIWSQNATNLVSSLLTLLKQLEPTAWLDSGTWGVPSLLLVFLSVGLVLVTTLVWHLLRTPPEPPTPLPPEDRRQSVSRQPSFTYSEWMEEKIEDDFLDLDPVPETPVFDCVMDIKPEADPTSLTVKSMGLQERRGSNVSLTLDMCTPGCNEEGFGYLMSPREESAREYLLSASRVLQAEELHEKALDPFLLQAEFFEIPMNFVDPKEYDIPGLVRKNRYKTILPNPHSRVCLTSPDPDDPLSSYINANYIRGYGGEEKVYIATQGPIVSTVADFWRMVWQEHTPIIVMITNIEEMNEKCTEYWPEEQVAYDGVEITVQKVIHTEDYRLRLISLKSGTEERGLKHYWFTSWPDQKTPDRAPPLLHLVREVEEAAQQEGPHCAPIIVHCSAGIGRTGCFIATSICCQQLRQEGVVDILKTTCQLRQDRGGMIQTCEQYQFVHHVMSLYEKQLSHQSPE
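material = STEP tyrosine phosphatase | reagent = fluorogenic phosphatase substrate OMFP at 25 µM final | doses = single compound dose of 20 µM, 1% DMSO final | schedule = 20 min reaction, room temperature, in the dark | measured by = fluorescence, 480/540 nm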
SUMO1-SIM PPI: modulators of human SUMO1-mediated protein-protein interactions; SUMO1 binding to a labelled peptide, TR-FRET, 1 h; inhibition, % at 20 µM; actives 0.33% (n = 360,000); in the data active = inhibition above about 37%
Target sequence (P63165 whole entry, looked up): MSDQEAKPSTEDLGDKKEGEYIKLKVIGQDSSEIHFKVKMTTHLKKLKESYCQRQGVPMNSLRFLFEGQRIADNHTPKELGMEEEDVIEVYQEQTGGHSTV
DNMT1 block: DNMT1 (human) enzyme inhibition. actives 0.83% (n = 360,000). DNMT1 molecular beacon, Hinp1I cleavage, fluorescence. AID 588458. P26358. inhibition (reported as % activation of signal), % at 10 µM; in the data active = inhibition above about 50%
CSN deneddyl inh: inhibitors of human CSN-mediated cullin deneddylation; Q92905; Purified CSN, SCF-Nedd8-OG deneddylation, fluorescence polarization; inhibition, % at 12.5 µM; actives 0.38% (n = 360,000);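 active = pattern-corrected inhibition above about 35%, with an unprinted fluorescence ratio check between 0.5 and 1.5, limit read from the data, passing the limit was not always enough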;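 also: 0% = enzyme with substrate and 100% = substrate without enzyme; some results filed as inactive read as strong as hits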
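Detection – fluorescence polarization · System – HEK293T-derived human Csn5 enzyme · Controls – substrate-only high control, full reaction low control · Timing – 90 min, room temperature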
Rpn11 block: inhibitors of human proteasome Rpn11 | O00487 | human 26S proteasome, Ub4-pepOG fluorescence polarization; 20S core pre-blocked with epoxomicin | calls only at 20 µM | actives 0.59% (n = 360,000);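 active = inhibition at 20 µM, scaled to each plate's controls, above about 33%, limit read from the data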
Scp-1 inhibitor: inhibitors of human Scp-1 phosphatase. Q9GZU7. Recombinant Scp1, phosphopeptide, malachite green phosphate absorbance. inhibition, % at 20 µM. actives 0.88% (n = 340,000);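 active = inhibition above about 50% at 20 µM, limit read from the data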;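 also: plate controls were DMSO wells with enzyme for no effect and wells lacking enzyme for full effect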
Target sequence (Q9GZU7 76-261 limits assumed): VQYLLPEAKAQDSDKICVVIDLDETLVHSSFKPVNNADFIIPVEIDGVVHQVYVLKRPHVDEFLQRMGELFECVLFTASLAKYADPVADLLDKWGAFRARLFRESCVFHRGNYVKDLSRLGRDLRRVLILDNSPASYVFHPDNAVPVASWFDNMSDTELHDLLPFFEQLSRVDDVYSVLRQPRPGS
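Material – SCP-1 phosphatase catalytic domain, residues 76-261 · Buffer or medium – Acidic Tris acetate buffer with magnesium and detergent · Also added – Phospho 17-mer peptide substrate · Compound – single 20 µM dose, 1% DMSO · Times – 45 min room-temperature reaction, 5 min colour, 30 min stabiliser · Technique – Phosphate-binding colour reagent, absorbance read at 630 nm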
LMPTP block: LMPTP (human) inhibition | AID 651560 | recombinant LMPTP-A, OMFP fluorogenic substrate, fluorescence intensity | actives 0.22% (n = 360,000) | inhibition, % at 20 µM | P24666;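 active = compounds that cut the enzyme signal by at least half of the control window in the single-dose screen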;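 also: plate controls were DMSO wells with enzyme plus substrate for no effect and substrate without enzyme for full effect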
Target sequence (P24666 whole entry, looked up): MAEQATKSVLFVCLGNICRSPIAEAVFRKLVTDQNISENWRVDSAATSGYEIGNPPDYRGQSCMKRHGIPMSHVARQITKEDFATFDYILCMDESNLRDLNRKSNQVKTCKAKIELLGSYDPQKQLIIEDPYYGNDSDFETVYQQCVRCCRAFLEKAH
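Assay system: LMPTP-A, protein tyrosine phosphatase of low molecular weight / Medium: pH 6.0 Bis-Tris buffer with DTT and Triton X-100 / Schedule: 50 min enzyme reaction at room temperature, protected from light / Measured by: endpoint fluorescence intensity from OMFP dephosphorylation / Read-out basis: % inhibition relative to no-enzyme and uninhibited control wells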
MsrA inh: inhibits bovine methionine sulfoxide reductase A; purified bovine MsrA, absorbance read-out; inhibition, % at 15.5 µM; AID 651718; actives 0.75% (n = 360,000); in the data active = inhibition above about 4.5%;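 also: 0% = vehicle wells with enzyme and 100% = reference inhibitor wells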
Tb MetRS inh: blocks T. brucei methionyl-tRNA synthetase activity. purified T. brucei MetRS, ATP depletion, Kinase-Glo luminescence. inhibition, % at 11.9 µM. actives 0.4% (n = 360,000). AID 624268;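 active = inhibition above a per-plate cutoff of the control wells' mean inhibition plus 3 SD, cut at about 5.5% in these data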;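 also: 0% = DMSO wells median and 100% = median of wells with control inhibitor compound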
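System: purified T. brucei MetRS enzyme / Detection: Kinase-Glo luciferase luminescence reporting remaining unconsumed ATP / Medium: HEPES buffer with MgCl2, KCl, DTT, spermine, BSA, pyrophosphatase / Replication: singlicate, one well per compound / Evaluation: percent inhibition relative to median high and low control wells / Schedule: 2 h aminoacylation at 25 °C after 15 min preincubation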
* = called active by the depositor; i = inactive; nt = not tested or not shown.

SMILES | NadD inh | STEP inh | SUMO1-SIM PPI | DNMT1 block | CSN deneddyl inh | Rpn11 block | Scp-1 inhibitor | LMPTP block | MsrA inh | Tb MetRS inh
Cc1cccc[n+]1CC(=O)Nc1ccccc1 | 3 | 0 | 0 | 0 | 0 | i | -5 | 0.3 | -0.7 | -0.2
COc1ccccc1NS(=O)(=O)c1cccc(C(=O)NCc2ccncc2)c1 | -1 | 1 | 8 | -3 | 0 | i | -3 | 0.0 | -0.4 | -0.6
CN(C(=O)COC(=O)c1cccnc1Nc1ccccc1F)C1CCS(=O)(=O)C1 (configuration not stated) | -4 | -1 | -1 | 4 | -2 | i | -4 | -1.7 | 2.3 | -0.8
Cc1ccc2cc(-c3noc(C4CCCCC4)n3)c(=O)[nH]c2c1 | 1 | 3 | -21 | 15 | 3 | i | -3 | 0.4 | -0.5 | -0.2
C[C@@H]1O[C@@H](Oc2c(-c3cc(O)c(O)c(O)c3)oc3cc(O)cc(O)c3c2=O)[C@H](O)[C@H](O)[C@H]1O | 1 | 4 | 0 | 16 | 1 | i | 12 | 1.2 | 3.8 | 0.5
O=C(c1cc(C2CC2)on1)N1CCN(c2ccc(F)cc2)CC1 | 0 | -2 | 3 | 3 | -2 | i | -1 | -0.2 | 0.4 | -0.6
Clc1ccc(C2=NOC(c3nnc(-c4ccccc4)o3)C2)cc1 (configuration not stated) | -4 | 1 | 2 | 8 | -1 | i | -6 | 0.6 | 1.7 | 0.9
CCOc1ccc(Br)cc1S(=O)(=O)Nc1cccc(S(=O)(=O)N(CC)CC)c1 | -10 | 0 | 7 | -1 | 1 | i | -8 | 0.4 | 0.9 | 0.3
COc1ccc(OC)c(N(CC(=O)NCc2ccccn2)S(C)(=O)=O)c1 | -2 | -2 | -3 | 0 | 5 | i | 1 | -1.4 | -0.2 | -1.9
CC1CCCCN1CCCNc1ccc(C(CC(N)=O)NC(=O)c2ccccc2)cc1[N+](=O)[O-] (configuration not stated) | -3 | 1 | -26 | -2 | 1 | i | -4 | -0.8 | 0.2 | -0.1
COc1ccc(C2=Nn3c(nnc3-c3ccncc3)SC2)cc1OC | -6 | -1 | 0 | 2 | 5 | i | -3 | 0.7 | 2.8 | -0.4
O=C(CCSc1ccccc1)NCC1CCCO1 (configuration not stated) | -8 | -4 | -1 | 6 | 1 | i | 0 | -1.0 | 1.5 | -1.4
COc1ccc2nc(C)cc(SCC(=O)Nc3c(C)cc(C)cc3C)c2c1 | -8 | 2 | -3 | 55* | 9 | i | -4 | 25 | 0.6 | -0.5
COc1cc(NC(=O)CCN2CCN(C/C=C/c3ccccc3)CC2)cc(OC)c1 | -8 | -1 | 6 | -4 | 4 | i | -2 | -1.3 | -0.5 | -0.8
CC(C)(C)[C@H]1COC(=O)[C@H](Cc2ccc(F)cc2)CC/C=C/C[C@@H](CC(=O)N[C@H](CO)Cc2ccccc2)C(=O)N1 | -6 | -1 | 4 | -3 | -2 | i | -4 | -0.7 | -0.6 | -0.1
CCCc1ccc(-c2cc(C(=O)Nc3ccc([N+](=O)[O-])cn3)c3ccccc3n2)cc1 | 21 | 2 | -2 | 0 | -4 | i | 13 | 0.9 | 0.3 | -0.3
COCCn1nnnc1C(c1ccc(OC)c(OC)c1)N1CCc2ccccc21 (configuration not stated) | 1 | -2 | -4 | -5 | 6 | i | -11 | -1.4 | -0.9 | -0.2
O=C(N/N=C/c1ccccc1Cl)c1nc2ccc([N+](=O)[O-])cc2c(=O)[nH]1 | 36* | 54* | 3 | 0 | 3 | i | 70* | 40 | -0.1 | -0.6
O=C(CCN1CCN(S(=O)(=O)c2cccc([N+](=O)[O-])c2)CC1)Nc1ccccc1F | 0 | 0 | -23 | 0 | -7 | i | -2 | -1.5 | 0.7 | -0.2
COC(=O)c1ccc(N2CCOCC2)c(NC(=O)c2ccc(Br)o2)c1 | -4 | 0 | -2 | -2 | -1 | i | -9 | -0.4 | -1.1 | -0.2
Cc1ccccc1OCCC(=O)Nc1ccccc1C(=O)N1CCCCC1 | -7 | -2 | 4 | 2 | -3 | i | -8 | -1.0 | -0.7 | -0.3
COc1cc(C)c2occ(/C(C)=N\O)c2c1 | 3 | -2 | -1 | -1 | -3 | i | -7 | -0.6 | -1.9 | -0.6
COc1ccc(OC)c(N/C(C)=C/C(=O)c2ccc(Br)cc2)c1 | 4 | 3 | -8 | 3 | 8 | i | -9 | 2.1 | 1.1 | -1.1
COc1ccc2oc(C(=O)OCC(=O)N3CC(C)CC(C)C3)c(C)c2c1 (configuration not stated) | -7 | 0 | -5 | 1 | -1 | i | -6 | 1.0 | 0.9 | -0.5
O=S(=O)(c1cccc(-n2cnnn2)c1)N1CCOCC1 | -4 | -1 | -4 | 0 | 2 | i | -5 | -1.6 | -0.6 | -0.2
O=C(Nc1ccccc1C(=O)Nc1ccccn1)c1cccc([N+](=O)[O-])c1 | -4 | -2 | -22 | 1 | 4 | i | 6 | -0.6 | 0.2 | -1.0
Cc1ccc(S(=O)(=O)c2c(N)n(-c3ccccc3)c3nc4ccccc4nc23)cc1 | 9 | 0 | -13 | -3 | 8 | i | 1 | 0.4 | 2.5 | -0.6
CC(=O)c1ccc(S(=O)(=O)N2CCN(CCOc3ccc(Br)cc3)CC2)cc1 | -6 | -1 | -4 | -4 | -3 | i | 2 | 2.5 | -0.7 | -0.1
CN(Cc1ccccc1)C(=O)COc1ccc(-c2nnco2)cc1 | 3 | 3 | 1 | 2 | -5 | i | -5 | -1.8 | -0.4 | 0.1
CCOc1cc(C(=O)Nc2ccc(C)cc2C)ccc1OCC(=O)N1CCCCC1 | -1 | -10 | -1 | 2 | 4 | i | 0 | -0.2 | -1.8 | -0.6
Cc1cccc(N2C(=O)CC(Sc3nnc(C)s3)C2=O)c1 (configuration not stated) | 1 | -1 | -1 | 0 | -4 | i | 3 | -0.5 | 0.5 | 0.0
CCCNC(=S)NC1CCCC1 | -3 | 1 | -4 | 8 | 2 | i | -8 | -1.2 | -0.5 | -1.0
COc1cc(C(=O)NCc2cccnc2)ccc1OCC(=O)Nc1cccc(C(F)(F)F)c1 | -2 | 0 | -1 | 5 | 2 | i | 3 | -0.2 | -0.3 | -0.6
CC(NS(=O)(=O)c1ccc(Br)cc1)c1ccccc1 (configuration not stated) | 3 | 1 | -1 | 3 | 5 | i | -2 | -1.5 | -0.7 | -0.3
CCn1c2ccccc2c2nnc(SCN3C(=O)c4ccccc4C3=O)nc21 | -7 | 2 | -12 | 0 | -3 | i | -5 | 3.7 | 2.9 | -0.3
COCCNC(=O)C1(C)Cc2c(-c3cccc(C(F)(F)F)c3)ccnc2O1 (configuration not stated) | 2 | -3 | 3 | 0 | 1 | i | nt | -0.9 | 0.3 | 1.0
COc1cc(OC)c(C(=O)NNC(=S)NC2CCCCC2)cc1OC | -5 | 0 | -2 | -1 | -1 | i | -13 | -0.7 | -0.3 | 0.3
CC(=O)N(c1ccccc1)C1CCCC1 | 0 | 0 | 2 | 0 | -7 | i | -4 | -1.7 | -1.2 | -0.6
Cc1ccccc1Oc1ccc2c(c1)[C@@H]1C[C@H](N(C)C(=O)Nc3cc(Cl)cc(Cl)c3)[C@H]([C@H](C)O)C(=O)N1CC2 | 20 | 0 | 4 | -15 | -3 | i | 0 | 0.2 | 0.7 | 0.3
O=C(C1CCCN(S(=O)(=O)c2cccs2)C1)N1CCC(N2CCCCC2)CC1 (configuration not stated) | 4 | -2 | -3 | -7 | -4 | i | -3 | 2.9 | -0.5 | 0.8
CC(=O)N1c2ccc(S(=O)(=O)NCC3CCC(C(=O)NC4CCCCC4C)CC3)cc2CC1C (configuration not stated) | 4 | -1 | -2 | -1 | -5 | i | -6 | -0.6 | 0.0 | -0.2
C/C(=N\Nc1ccc(S(N)(=O)=O)cc1[N+](=O)[O-])c1ccccc1O | 1 | 1 | -26 | 10 | 0 | i | 1 | 2.4 | 9.9* | -0.4
O=C(COc1ccc2c(c1)CCC2)N1CCc2ccccc21 | -6 | 2 | 2 | -1 | 2 | i | -9 | 0.2 | 0.9 | -1.0
COCCNC(=O)CNC(=O)c1nn(-c2ccc(OC)c(Cl)c2)c(=O)c2ccccc12 | 1 | 0 | -13 | -1 | -3 | i | -8 | -0.2 | 0.7 | -2.1
COc1cccc(C(=O)O/N=C(\N)Cc2ccc(Cl)cc2)c1 | -21 | -2 | 1 | 0 | -3 | i | -7 | -0.9 | -1.0 | -0.8
CC1(C)Cc2c(sc(NC(=O)C(=O)N3CCCCC3)c2C(=O)O)CO1 | -2 | 5 | 4 | 0 | -2 | i | -9 | -1.4 | 2.6 | -0.1
COc1cc(NC(=O)CSc2nnc3ccc(-c4cccnc4)nn23)cc(OC)c1 | -4 | 2 | -26 | 6 | 0 | i | 1 | 0.3 | 0.1 | -0.1
COc1cccc(CNC(=O)COC(=O)/C(C#N)=C/c2ccc(N(C)C)cc2)c1 | 2 | 2 | -2 | 18 | 13 | i | -5 | 1.0 | -0.6 | -0.4
CC1CC(C)CN(C(=O)CCCn2c(=O)c3cccn3c3cccnc32)C1 (configuration not stated) | 2 | -2 | 4 | 1 | -3 | i | 1 | -0.1 | 0.2 | 0.0
O=C(NN=Cc1ccc2c(c1)OCO2)c1ccc([N+](=O)[O-])cc1 | 3 | 4 | -8 | 8 | 2 | i | nt | 10 | 1.3 | 0.1
O=C1c2ccccc2CC1(Cc1ccccc1)Cc1ccccc1 | 0 | 3 | 0 | 2 | -3 | i | -11 | 2.8 | -0.6 | 0.5
CC(C)(C)N1C(=O)c2ccc(C(=O)O)cc2C1=O | 6 | 0 | -3 | 0 | -3 | i | -15 | -2.2 | 0.3 | -0.4

Printed as active in DNMT1 block, of those listed so far:
SMILES | NadD inh | STEP inh | SUMO1-SIM PPI | DNMT1 block | CSN deneddyl inh | Rpn11 block | Scp-1 inhibitor | LMPTP block | MsrA inh | Tb MetRS inh
COc1ccc2nc(C)cc(SCC(=O)Nc3c(C)cc(C)cc3C)c2c1 | -8 | 2 | -3 | 55* | 9 | i | -4 | 25 | 0.6 | -0.5

Structural class, the compounds so far with a CF3 group (2)
SMILES | NadD inh | STEP inh | SUMO1-SIM PPI | DNMT1 block | CSN deneddyl inh | Rpn11 block | Scp-1 inhibitor | LMPTP block | MsrA inh | Tb MetRS inh
COc1cc(C(=O)NCc2cccnc2)ccc1OCC(=O)Nc1cccc(C(F)(F)F)c1 | -2 | 0 | -1 | 5 | 2 | i | 3 | -0.2 | -0.3 | -0.6
COCCNC(=O)C1(C)Cc2c(-c3cccc(C(F)(F)F)c3)ccnc2O1 (configuration not stated) | 2 | -3 | 3 | 0 | 1 | i | nt | -0.9 | 0.3 | 1.0

Screens from PubChem.
